SR-BI uptake up: activators of SR-BI mediated HDL lipid uptake. hit rate 0.096% among 320,000. AID 504775. CHO ldlA[mSR-BI] cells, DiI-HDL uptake fluorescence, 3 h; 100 = double the neutral-control signal. activation, % at 12.5 µM;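 active means mean replicate activation of at least 60% and every replicate at or above 60%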;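 further: 0% = median plate neutral-control signal and 100% = twice that signal; values of inactives mirror those of a sister screen read the other way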
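Material – SR-BI-overexpressing, LDLR-lacking CHO cells · Medium – BSA-supplemented, HEPES-buffered Ham's F12, pH 7.4 · Doses – single concentration · Times – compound with DiI-HDL co-incubation, 3 h at 37 °C · Measured by – bottom-read fluorescence, 550/595 nm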
Arr AP2 block: blocks beta-arrestin peptide binding to AP2 adaptin; FITC-arrestin peptide / GST-AP2 beads, flow cytometry; AP2 beta2 appendage carries R879A mutation; inhibition, % at 10 µM; hit rate 0.31% among 340,000;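 active means inhibition above a set limit, near 3 SD of compounds lacking own fluorescence, cut at about 54% in these data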;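 further: plate controls were DMSO wells for no effect and 5 µM unlabelled arrestin peptide for full effect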
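Assay system: GST-AP2 R879A bound to glutathione beads, E. coli-expressed; Medium: PBS with 0.05% Tween 20 and 0.1% BSA; Also added: fluorescein-tagged arrestin peptide at 50 nM final; Timing: 12 min plus 1 h, RT; Measured by: flow cytometry, FL1 (488/535 nm); Evaluation: percent drop in bead-associated FITC signal.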
PKA-R2B act: activators of human PKA-R2B complex. activation, % at 11.4 µM. hit rate 0.079% among 340,000. PKA-R2B holoenzyme dissociation, Cy5-IP20 fluorescence polarization; R2B truncated from residue 108, S112A mutant; 0% DMSO only, 100% 113 µM cGMP. P22694+P31323;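 active means activation above a cutoff set at the mean over all compounds plus 3 SD, cut at about 18% in these data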;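 further: higher means more holoenzyme dissociation and a rise in polarization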
NSD2 inh: inhibitors of human histone methyltransferase NSD2 | inhibition, % at 12.5 µM | NSD2 peptide methylation, AlphaScreen, 120 min | hit rate 0.54% among 310,000 | O96028; in the data active means inhibition above about 50%
RTF Ca sens inh: cardiac RTF calcium desensitization; IANBD-labeled cardiac RTF, Ca2+ fluorescence; AID 493244; inhibition, % at 7.15 µM; P19429+P45379; hit rate 0.12% among 340,000;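 active means inhibition above the mean inhibition of all tested compounds plus 3 SD, cut at about 17% in these data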;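 further: assay run at fixed EC70 calcium of 1.6 mM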
C-LANA FP: inhibitors of KSHV LANA C-terminal domain DNA binding. MBP-C-LANA/FAM-LBS DNA binding, fluorescence polarization. inhibition, % at 9 µM. hit rate 0.078% among 340,000;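 active means highest replicate inhibition at or above 60% at 9 µM, even if other replicates fall short; inactive means all replicates below 60% inhibition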;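 further: 0% = neutral control wells and 100% = 4 µM acridine orange control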
DAGLB inhibitor: diacylglycerol lipase beta (human) inhibition; hit rate 0.059% among 340,000; inhibition, % at 5.17 µM; Q8NCG7; HEK293T DAGLB membrane lysate, EnzChek fluorogenic substrate; in the data active means inhibition above about 34%;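 further: 0% = enzyme with vehicle and 100% = wells lacking enzyme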
Keap1-Nrf2 PPI: inhibitors of human Keap1-Nrf2 protein-protein interaction. Keap1 Kelch-Nrf2 peptide fluorescence polarization, 1536-well. inhibition, % at 9.4 µM. hit rate 0.15% among 340,000; in the data active means inhibition above about 12%;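 further: human Keap1 Kelch domain with fluorescein labeled Nrf2 9mer peptide probe; 0% = neutral control wells and 100% = peptide positive control; higher means more block of Keap1 binding to Nrf2 peptide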
Target sequence (Q14145 whole entry, looked up, the tested form may be a part): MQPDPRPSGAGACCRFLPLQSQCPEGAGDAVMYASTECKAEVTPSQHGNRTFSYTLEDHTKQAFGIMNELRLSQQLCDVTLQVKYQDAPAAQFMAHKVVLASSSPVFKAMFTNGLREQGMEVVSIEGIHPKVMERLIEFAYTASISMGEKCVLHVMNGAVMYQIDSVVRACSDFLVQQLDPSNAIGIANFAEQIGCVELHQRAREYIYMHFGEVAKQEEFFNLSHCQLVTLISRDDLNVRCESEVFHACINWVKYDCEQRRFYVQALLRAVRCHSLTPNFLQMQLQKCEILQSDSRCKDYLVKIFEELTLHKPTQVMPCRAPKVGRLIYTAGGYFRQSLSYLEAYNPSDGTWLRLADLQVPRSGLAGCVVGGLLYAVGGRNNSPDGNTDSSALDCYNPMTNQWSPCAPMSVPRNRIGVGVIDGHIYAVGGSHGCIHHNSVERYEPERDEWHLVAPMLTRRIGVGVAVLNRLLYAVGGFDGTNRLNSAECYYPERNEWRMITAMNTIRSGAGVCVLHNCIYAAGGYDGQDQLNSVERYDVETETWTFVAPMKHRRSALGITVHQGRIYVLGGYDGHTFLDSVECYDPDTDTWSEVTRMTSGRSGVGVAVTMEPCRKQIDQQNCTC
SR-BI DiI inh: blocks mouse SR-BI lipid uptake from DiI-HDL | Q61009 | ldlA[mSR-BI] CHO cells, DiI-HDL uptake fluorescence, 3 h | inhibition, % at 12.5 µM | hit rate 0.96% among 320,000 | AID 488896;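 active means mean replicate inhibition of at least 70% and a set share of replicates each scoring 70 or more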;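 further: 0% = median of neutral control wells and 100% = median of positive control wells; values of inactives mirror those of a sister screen read the other way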
Target sequence (Q61009 whole entry, looked up): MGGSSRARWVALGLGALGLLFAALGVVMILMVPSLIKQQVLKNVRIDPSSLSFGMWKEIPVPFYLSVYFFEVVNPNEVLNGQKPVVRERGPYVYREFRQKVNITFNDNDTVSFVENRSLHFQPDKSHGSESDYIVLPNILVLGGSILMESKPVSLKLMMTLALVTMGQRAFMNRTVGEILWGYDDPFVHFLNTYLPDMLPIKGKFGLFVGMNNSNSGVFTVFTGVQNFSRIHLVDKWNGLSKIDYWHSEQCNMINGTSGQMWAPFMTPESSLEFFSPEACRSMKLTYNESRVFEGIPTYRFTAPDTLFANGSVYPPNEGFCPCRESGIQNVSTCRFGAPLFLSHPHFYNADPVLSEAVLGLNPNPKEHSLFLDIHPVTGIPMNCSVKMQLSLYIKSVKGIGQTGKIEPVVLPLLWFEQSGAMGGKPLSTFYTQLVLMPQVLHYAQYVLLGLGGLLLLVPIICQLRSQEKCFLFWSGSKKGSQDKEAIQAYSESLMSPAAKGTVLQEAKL
PvdQ inh: P. aeruginosa PvdQ acylase inhibition; AID 488965; purified PvdQ acylase, fluorescence plate reader; inhibition, % at 10 µM; hit rate 0.063% among 340,000; in the data active means inhibition above about 30%, passing the limit was not always enough;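 further: 0% = vehicle neutral wells and 100% = reference inhibitor wells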
* hit, by the source's call; · = no result given.

Screens by letter: A = SR-BI uptake up; B = Arr AP2 block; C = PKA-R2B act; D = NSD2 inh; E = RTF Ca sens inh; F = C-LANA FP; G = DAGLB inhibitor; H = Keap1-Nrf2 PPI; I = SR-BI DiI inh; J = PvdQ inh
Cc1c(C(=O)Nc2ccc(-c3nnc4n3CCCCC4)cc2)oc2ccc(Br)cc12
  A = -19	B = -7	C = -11	D = 0	E = -7	F = 1.3	G = 1	H = 1	I = 19	J = -12

CN1CCN(Cc2cn(C)nc2-c2ccccc2F)CC1c1ccccc1 (configuration not stated)
  A = -4	B = -18	C = 0	D = 2	E = -11	F = -5.7	G = -7	H = -4	I = 4	J = -19

O=C(CSc1nc2ccc([N+](=O)[O-])cc2[nH]1)NC1CCCCCC1
  A = 3	B = 4	C = 1	D = ·	E = -5	F = -1.0	G = 0	H = -1	I = -3	J = -5

COc1ccc(S(=O)(=O)N2CCc3ccccc32)cc1C(=O)Nc1cc(S(C)(=O)=O)ccc1Cl
  A = -27	B = -2	C = 0	D = -1	E = -11	F = 1.9	G = -3	H = -6	I = 27	J = -11

CCN1CCN(C(CNS(=O)(=O)c2ccccc2)c2ccccc2)CC1 (configuration not stated)
  A = 7	B = 0	C = 5	D = 5	E = 7	F = -2.2	G = -2	H = -3	I = -7	J = -11

Cc1cscn1
  A = -5	B = 38	C = 0	D = ·	E = 0	F = -1.6	G = -3	H = 3	I = 5	J = -3

CCOc1nc(NCc2ccco2)nc(Nc2ccccc2F)n1
  A = -54	B = 4	C = 0	D = 12	E = 1	F = -1.1	G = -2	H = 0	I = 54	J = -3

O=C(NCc1ccccc1F)C1CCCN(C(=O)NC2CCCCC2)C1 (configuration not stated)
  A = 4	B = 9	C = -8	D = 2	E = -6	F = -2.9	G = 0	H = 4	I = -4	J = 3

CC1=C(C(=O)OC(C)C)C(C)NC(=O)N1 (configuration not stated)
  A = -13	B = 3	C = -1	D = 2	E = 1	F = -0.5	G = 0	H = -3	I = 13	J = -14

O=C(Nc1ccc(OCC(=O)N2CCOCC2)cc1)c1cccc(Cl)c1
  A = -8	B = -14	C = 12	D = -6	E = -2	F = 1.5	G = 2	H = 1	I = 8	J = -11

O=C(CSc1nnc(Cn2c(=O)sc3ccccc32)n1-c1ccccc1)NCC1CCCO1 (configuration not stated)
  A = -12	B = -2	C = 2	D = ·	E = -7	F = 1.3	G = 2	H = 3	I = 12	J = -19

COCCCNC(=O)c1ccc2c(c1)CCN2S(C)(=O)=O
  A = 20	B = 1	C = -9	D = -2	E = -3	F = -1.3	G = 1	H = -1	I = -20	J = -2

COC(=O)c1ccccc1NC(=O)NC1CCCC1
  A = 0	B = -6	C = 2	D = -3	E = -2	F = 3.3	G = 1	H = -3	I = 0	J = -7

CNC(=O)CC1C(=O)N(C)C(=S)N1NC(=O)c1ccccc1 (configuration not stated)
  A = 1	B = 1	C = 0	D = -2	E = -5	F = -0.9	G = -6	H = -4	I = -1	J = -19

COC(=O)c1sccc1NC(=O)Nc1ccc(OC)c(OC)c1
  A = -57	B = -4	C = -3	D = -1	E = -3	F = -0.4	G = 2	H = -2	I = 57	J = -16

O=C(Nc1ncc(S(=O)(=O)c2ccc([N+](=O)[O-])cc2)s1)c1cccc2ccccc12
  A = 3	B = 14	C = 3	D = -1	E = -8	F = 0.6	G = 2	H = 5	I = -3	J = -12

O=C(CN1CCOCC1)Nc1ccc(Oc2ccc(NC(=O)CN3CCOCC3)cc2)cc1
  A = 28	B = 9	C = -16	D = -2	E = -2	F = 0.8	G = -1	H = -1	I = -28	J = -4

CCOc1ccc2[nH]c(C)cc(=O)c2c1
  A = 9	B = 4	C = 6	D = ·	E = 1	F = 2.8	G = -6	H = -7	I = -9	J = -25

Cc1nn(C)c(C)c1S(=O)(=O)N(CC(=O)NCc1cccs1)c1ccc(C(C)C)cc1
  A = -2	B = -2	C = -11	D = ·	E = -3	F = -2.0	G = 2	H = 3	I = 2	J = -9

Cc1cc(C)n2ncc(C(=O)Nc3ccc4c(c3)OCO4)c2n1
  A = -14	B = -2	C = -5	D = ·	E = 2	F = -0.4	G = -5	H = -7	I = 14	J = -9

CC(Oc1cccc(Cl)c1)C(=O)Nc1cc(=O)n(C)c(=O)n1C (configuration not stated)
  A = -2	B = 5	C = -2	D = -2	E = -2	F = 0.2	G = -1	H = -2	I = 2	J = -9

CC(=O)N1N=C(C)CC1c1ccc(OCc2ccccc2)cc1 (configuration not stated)
  A = -6	B = 36	C = 2	D = -1	E = 4	F = -0.3	G = 0	H = -4	I = 6	J = 11

CN1CCN(S(=O)(=O)c2ccc3c(c2)C(C)(C)C(=O)N3C)CC1
  A = 15	B = -2	C = 5	D = ·	E = -5	F = 0.9	G = 2	H = -1	I = -15	J = -18

COc1ccc(S(=O)(=O)N2CCCCCC2)cc1C(=O)N(C)CC(=O)Nc1c(Cl)cccc1Cl
  A = 11	B = -10	C = -2	D = -1	E = -14	F = -0.1	G = 2	H = 0	I = -11	J = -17

O=C(NCc1ccc(Cl)s1)c1cc(COc2c(F)cccc2F)on1
  A = 10	B = 2	C = -10	D = -4	E = -19	F = -0.7	G = -7	H = -4	I = -10	J = -1

Nc1nc(-c2cccnc2)nn1C(=O)c1ccccc1Cl
  A = 32	B = 2	C = -2	D = 2	E = 7	F = -1.7	G = -1	H = -3	I = -32	J = -12

CCN(CC)S(=O)(=O)c1ccc(/C=C/C(=O)OCC(=O)NCc2cccs2)cc1
  A = 2	B = -12	C = -4	D = 0	E = 4	F = -0.7	G = -2	H = 4	I = -2	J = -3

C=CCn1c(COc2ccc(OC)cc2)nnc1SC(C)C(=O)NC1CC1 (configuration not stated)
  A = -5	B = -11	C = -6	D = -2	E = 2	F = -0.2	G = 2	H = -5	I = 5	J = 0

CCOc1ccc(CN2CCNC(=O)C2CC(=O)N(C)C2CCCCC2)cc1 (configuration not stated)
  A = -11	B = 17	C = -5	D = 3	E = -2	F = -0.3	G = -3	H = 1	I = 11	J = -4

O=C(NCCCN1CCN(C2CCCCC2)CC1)Nc1ccccc1C(F)(F)F
  A = 4	B = 13	C = -7	D = ·	E = 2	F = 1.7	G = -6	H = -2	I = -4	J = 4

Limited to Keap1-Nrf2 PPI and DAGLB inhibitor (3 entries from above):
Structure	Keap1-Nrf2 PPI	DAGLB inhibitor
CN1CCN(S(=O)(=O)c2ccc3c(c2)C(C)(C)C(=O)N3C)CC1	-1	2
O=C(NCc1ccc(Cl)s1)c1cc(COc2c(F)cccc2F)on1	-4	-7
COc1ccc(S(=O)(=O)N2CCCCCC2)cc1C(=O)N(C)CC(=O)Nc1c(Cl)cccc1Cl	0	2

Going on with the list:
Screens by letter: A = SR-BI uptake up; B = Arr AP2 block; C = PKA-R2B act; D = NSD2 inh; E = RTF Ca sens inh; F = C-LANA FP; G = DAGLB inhibitor; H = Keap1-Nrf2 PPI; I = SR-BI DiI inh; J = PvdQ inh
COc1ccc(-c2csc(NC(=O)c3ccc(S(C)(=O)=O)cc3)n2)cc1
  A = -50	B = 18	C = -1	D = -6	E = -1	F = -0.9	G = 1	H = -5	I = 50	J = 4

COc1ccc(CNC(=O)C2COc3ccccc3O2)c(OC)c1 (configuration not stated)
  A = 1	B = -4	C = 1	D = 13	E = -3	F = 11	G = -1	H = -1	I = -1	J = 12

O=C(Nc1ccnn1C1CCN(Cc2ccccc2OCCO)CC1)c1cccc(F)c1
  A = -7	B = -8	C = -1	D = -1	E = -2	F = 2.3	G = 2	H = -4	I = 7	J = -16

Cc1cc(C)cc(OCCNC(=O)C2CCN(S(=O)(=O)c3ccccc3)CC2)c1
  A = -22	B = -1	C = 2	D = -3	E = 2	F = -0.5	G = 0	H = -4	I = 22	J = -10

CC(C)(CC(=O)O)CC(=O)N1CCN(c2nc3ccc(Cl)cc3s2)CC1
  A = -9	B = 11	C = 0	D = -3	E = 7	F = 1.1	G = 0	H = -1	I = 9	J = 8

Cc1ccc2c(c1)C1(SCCS1)C(=O)N2
  A = 7	B = -2	C = -5	D = 0	E = -2	F = 1.8	G = -4	H = 2	I = -7	J = -16

CCOc1ccccc1NC(=O)c1cc(-c2ccccn2)nc2ccccc12
  A = -75	B = 34	C = -12	D = 1	E = 1	F = 0.9	G = -5	H = 0	I = 75*	J = 2

CC(=O)Nc1ccc(S(=O)(=O)Nc2nc3ccccc3nc2Nc2cccc(O)c2)cc1
  A = ·	B = 5	C = -3	D = ·	E = 3	F = 0.8	G = 7	H = -4	I = ·	J = 6

Cc1ncc([N+](=O)[O-])n1Cc1ccc(Cl)cc1
  A = ·	B = 4	C = -3	D = 0	E = -12	F = -1.1	G = -3	H = -6	I = ·	J = -11

Fc1c(F)c(F)c(SCn2cc(Br)cn2)c(F)c1F
  A = 10	B = -3	C = 7	D = -2	E = -7	F = -0.5	G = -4	H = 1	I = -10	J = -3

CSc1nc2ccc(NS(=O)(=O)c3ccc(Br)s3)cc2s1
  A = 6	B = 31	C = -8	D = -3	E = -1	F = -0.7	G = -6	H = 1	I = -6	J = 4

CC(=O)c1ccc(NC(=O)CSc2nccn2C)cc1
  A = 8	B = -14	C = 0	D = 40	E = -9	F = 0.4	G = 2	H = -1	I = -8	J = -9

CCOC(=O)CNC(=O)c1ccc2[nH]c3ccccc3c2c1
  A = 23	B = -2	C = -3	D = -3	E = 13	F = -1.5	G = 0	H = -2	I = -23	J = -7

COc1ccc(NC(=O)N2CCCC(C(=O)NCCc3ccccc3)C2)cc1 (configuration not stated)
  A = -14	B = 2	C = -1	D = 20	E = 6	F = -0.9	G = 0	H = -7	I = 14	J = 2

O=C(COc1ccccc1[N+](=O)[O-])N1CCCc2ccccc21
  A = 11	B = 25	C = 0	D = 4	E = -7	F = -3.0	G = 1	H = -1	I = -11	J = -8

Cc1ccc(C)c(NC(=O)CN(C)C(=O)COc2cccc3c2OC(C)(C)C3)c1
  A = -16	B = -13	C = -2	D = 1	E = -17	F = 1.6	G = 2	H = 5	I = 16	J = 5

Cc1ccc(Sc2ccc(NC(=O)CCl)cc2)cc1C
  A = 5	B = 1	C = -5	D = 1	E = -24	F = -0.8	G = 3	H = 0	I = -5	J = -11

O=C(CCCC(=O)c1ccccc1)NCc1ccccc1
  A = ·	B = 7	C = -4	D = -2	E = -3	F = 2.6	G = 1	H = -2	I = ·	J = -8

CC(=O)Nc1cccc(-c2nc3ccccc3s2)c1C
  A = 2	B = 27	C = -3	D = -3	E = -29	F = 0.8	G = 1	H = 4	I = -2	J = -6

CC(=O)c1cccc(N(CC(=O)NC2CCCCC2)C(=O)CCC(=O)Nc2nc(C)cs2)c1
  A = ·	B = 23	C = -8	D = 0	E = -10	F = -1.1	G = 4	H = -5	I = ·	J = -1

CCOC(=O)c1c(NC(=O)CSc2nc3cc(Cl)ccc3c(=O)n2Cc2ccco2)sc(C(=O)N(C)C)c1C
  A = 10	B = 33	C = -10	D = -2	E = -7	F = -0.5	G = -2	H = -4	I = -10	J = -3

Source: PubChem (several laboratories)
